Source: PubChem
KCNH2 3.1 inh: KCNH2 3.1 (human) potassium channel inhibition | 340,000 tested, 0.95% active | U2OS KCNH2 3.1, thallium flux FluxOr; stronger effect = lower value | activity change, % (tested at about 1.8 µM) | AID 720553;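 active = maximum activity change below -70%; inconclusive = maximum activity change from -70% to -50%; inactive = maximum activity change above -50%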;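 note: thallium influx rate constant from kinetic fluorescence after stimulation buffer; % is set by controls: 0 for no effect and ±100 for the full control effect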
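Measured as rate of thallium-driven FluxOr signal in transduced U2OS cells carrying the 3.1 channel, read kinetically for 2 min upon stimulation; values are rate constants scaled to DMSO control wells.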
Menin MLL FP TR: displaces Texas Red mutant MLL peptide from human menin | O00255 | Menin + Texas Red MLL mutant peptide, fluorescence polarization | Potency, µM (doses to about 61.6 µM), without a hit: at the top dose FP activity change, negative = inhibition, actives largely listed as inhibitors | 270,000 tested, 0.23% active; active = well fitted inhibition curve with a large enough effect in the polarisation, with a control signal flat, not every such curve was filed as active; inconclusive = small, poorly fitted or top-dose-only effect, or effect the other way, or a change in a side signal; inactive = no such curve, though single readings can be large or run the other way; the % refers to the polarisation; note: potency is the fitted concentration of half-maximal effect; % of control where 0% means no effect; many of its hits are not listed in these tables
PKM2 act: activators of human pyruvate kinase M2. purified PKM2, Kinase-Glo ATP luminescence, activation; response scale: 0% is enzyme alone, no compound. Potency, µM (highest dose often 57.5 µM), inactives show at the highest dose activation, actives largely listed as activators. 260,000 tested, 0.34% active. AID 1631; note: potency is the fitted concentration of half-maximal effect; % is set by controls: 0 for no effect and ±100 for the full control effect; nearly all actives have a fitted effect of over 55% in size
Target sequence (P14618 whole entry, looked up): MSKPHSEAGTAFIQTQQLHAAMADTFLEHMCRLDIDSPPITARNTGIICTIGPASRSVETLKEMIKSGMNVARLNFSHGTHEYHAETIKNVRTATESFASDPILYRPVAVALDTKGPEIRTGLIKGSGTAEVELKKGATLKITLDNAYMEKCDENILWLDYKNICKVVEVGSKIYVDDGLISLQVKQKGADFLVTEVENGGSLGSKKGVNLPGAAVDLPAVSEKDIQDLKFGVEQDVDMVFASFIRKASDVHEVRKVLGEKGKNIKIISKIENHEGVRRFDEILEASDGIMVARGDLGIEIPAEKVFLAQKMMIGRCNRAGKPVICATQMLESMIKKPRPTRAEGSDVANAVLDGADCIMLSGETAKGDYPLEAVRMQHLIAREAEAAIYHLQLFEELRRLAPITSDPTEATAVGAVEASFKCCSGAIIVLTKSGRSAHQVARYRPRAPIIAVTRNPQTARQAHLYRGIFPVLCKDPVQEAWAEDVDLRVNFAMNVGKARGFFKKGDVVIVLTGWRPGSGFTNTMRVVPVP
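ATP formation by purified human PK-M2, quantified via coupled luciferase luminescence after 1 h at room temperature with 0.1 mM ADP and 0.5 mM PEP final.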
VP16 counter: inhibits Gal4-VP16 luciferase reporter, ROR gamma counter-screen. Drosophila S2 Gal4-VP16 UAS-luciferase, luminescence, 20 h. Potency, µM (top dose mostly 53.6 µM), for the others: at the highest dose activity, negative = inhibition, most hits filed as inhibitors. 310,000 tested, 3.5% active. AID 2546;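 note: Gal4-VP16 expression switched on by copper sulfate through the metallothionein promoter; potency is the fitted concentration of half-maximal effect; % is set by controls: 0 for no effect and ±100 for the full control effect; nearly all actives have a fitted effect of over 50% in size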
RORgamma inh: inhibitors of mouse ROR gamma transcriptional activity | P51450 | Drosophila S2 Gal4-RORgamma UAS-luciferase reporter, 20 h | Potency, µM (doses to about 53.6 µM), without a hit: at the top dose activity change, negative = inhibition, actives largely listed as inhibitors | 310,000 tested, 5.4% active; note: potency is the fitted concentration of half-maximal effect; % is set by controls: 0 for no effect and ±100 for the full control effect; nearly all actives have a fitted effect of over 60% in size
Target sequence (P51450 whole entry, looked up, the tested form may be a part): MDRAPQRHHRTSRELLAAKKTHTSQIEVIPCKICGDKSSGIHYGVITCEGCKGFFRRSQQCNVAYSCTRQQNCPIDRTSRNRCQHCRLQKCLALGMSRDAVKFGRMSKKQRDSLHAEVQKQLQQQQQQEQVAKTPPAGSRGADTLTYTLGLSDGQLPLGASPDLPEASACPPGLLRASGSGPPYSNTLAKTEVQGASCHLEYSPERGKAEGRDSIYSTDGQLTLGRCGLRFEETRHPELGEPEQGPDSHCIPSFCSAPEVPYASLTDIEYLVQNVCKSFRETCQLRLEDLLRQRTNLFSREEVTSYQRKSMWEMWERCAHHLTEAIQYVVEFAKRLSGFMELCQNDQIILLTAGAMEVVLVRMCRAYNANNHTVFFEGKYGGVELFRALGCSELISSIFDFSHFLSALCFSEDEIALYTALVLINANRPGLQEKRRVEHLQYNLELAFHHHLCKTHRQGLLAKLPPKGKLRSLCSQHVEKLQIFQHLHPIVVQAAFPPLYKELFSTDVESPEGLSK
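A Gal4/UAS one-hybrid system in insect cells: metallothionein-promoter Gal4–ROR gamma fusion plus Photinus luciferase reporter. Copper sulfate 700 uM final, 20 hr ambient incubation, luminescent detection after 10 min with reagent.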
An asterisk follows results filed as active; ? = inconclusive; . = not tested or not shown; & = joins results of further samples; [ ] = another dose, or the depositor's remark. Unless noted, calls come from the whole dose curve; as a rule, active = well fitted curve in the direction sought with a large enough effect; inconclusive = small, poorly fitted or top-dose-only effect, or another doubt; inactive = no such curve, though single readings can be large; an effect the other way counts as inactive or inconclusive. These rows are one share of the data. The share of hits here may be higher or lower than overall.

Below each compound: KCNH2 3.1 inh, Menin MLL FP TR, PKM2 act, VP16 counter, RORgamma inh
1: O=C1CCCN1CCCNCCCn1cnc2c(OCc3ccccc3)ncnc21
 : -23.9, ., ., ., .
2: CCCCCCN1C[C@H](O)[C@@H](n2cc(C3CC3)nn2)C[C@@H]1c1ccc(OC)cc1
 : -116.9*, ., ., ., .
3: Cc1ccccc1N(C=O)c1ccccc1C
 : 19.3, ., ., ., .
4: COc1cc(/C=C(/C#N)C(=O)Nc2cc(C(F)(F)F)ccc2Cl)ccc1OCC(=O)Nc1cccc(C(F)(F)F)c1
 : 8.3, ., ., ., .
5: O=C(NCCF)C1Nc2ccc(OC(F)(F)F)cc2C2C=CCC12 (configuration not stated)
 : -2.1, ., ., ., .
6: COc1ccc(CC(=O)NC(C)c2ccc(Cl)c(Cl)c2)cc1S(=O)(=O)N1CCOCC1 (configuration not stated)
 : 19.0, ., ., ., .
7: CN(CCc1ccccc1)C(=O)c1ccc(NC(=O)Cc2cccc(NC(=O)C3CCN(C(=O)c4ccccc4)CC3)c2)cc1
 : 33.1, ., ., ., .
8: O=C(Cc1ccc(NC(=O)C2CCCN(C(=O)C3CCCCC3)C2)cc1)Nc1ccc(C(=O)N2CCOCC2)cc1 (configuration not stated)
 : -10.9, ., ., ., .
9: CC1CCc2sc(C(=O)N3CCN(c4ncccn4)CC3)cc2C1 (configuration not stated)
 : 1.5, ., ., ., .
10: CCOC(=O)CN1C(=O)S/C(=C/c2cc(C)n(C)c2C)C1=O
 : -13.1, ., ., ., .
11: COC(=O)CCC(=O)OC1(C)C(=O)C2=CN(Cc3ccc(OC)cc3)C(c3ccc(OC)cc3)=CC2=C(Br)C1=O (configuration not stated)
 : -2.7, -13.4%[11.7 µM], -2.6%[11.5 µM], ., .
12: COCCN1C(=O)N[C@@H](c2ccccc2)[C@@H](C(=O)OC)[C@H]1C
 : 6.0, -18.6%[11.7 µM], -6.0%[11.5 µM], ., .
13: COC(=O)CCC(=O)OC1(C)C(=O)C2=CN(Cc3ccc4c(c3)OCO4)C(c3ccc(OC)cc3)=CC2=C(Br)C1=O (configuration not stated)
 : -6.3, -14.0%[11.7 µM], -7.1%[11.5 µM], ., .
14: CCN1C(=O)N[C@@H](c2ccc(Br)cc2)C(C(C)=O)=C1C
 : 10.7, -0.4%[11.7 µM], -5.3%[11.5 µM], ., .
15: COC(=O)C1=C(C)N(Cc2ccccc2)C(=O)N[C@H]1CCc1ccccc1
 : 12.6, ?, 13.5%[11.5 µM], ., .
16: COCCN1C(=O)N[C@@H](c2cccc(C(F)(F)F)c2)[C@H](C(C)=O)[C@H]1C
 : 5.0, 3.5%[11.7 µM], -6.3%[11.5 µM], ., .
17: COC(=O)[C@H]1[C@@H](C)N(Cc2ccccc2)C(=O)N[C@H]1c1ccccc1
 : -0.4, -3.9%[11.7 µM], 7.4%[11.5 µM], ., .
18: COCCN1C(=O)N[C@@H](c2cccc(C(F)(F)F)c2)[C@H](C(=O)OC)[C@H]1C
 : 20.3, -0.4%[11.7 µM], -0.6%[11.5 µM], ., .
19: CCN1C(=O)N[C@@H](c2cccc(C(F)(F)F)c2)C(C(C)=O)=C1C
 : -3.8, 1.1%[11.7 µM], -4.0%[11.5 µM], ., .
20: CCN1C(=O)N[C@@H](CCc2ccccc2)C(C(C)=O)=C1C
 : 15.1, 2.9%[11.7 µM], 3.2%[11.5 µM], ., .
21: CCN1C(=O)N[C@@H](c2ccccc2)[C@@H](C(=O)OC)[C@H]1C
 : 3.0, -6.0%[11.7 µM], -9.8%[11.5 µM], ., .
22: COC(=O)CCC(=O)OC1(C)C(=O)C2=CN(c3ccccc3)C(c3ccc(OC)cc3)=CC2=C(Br)C1=O (configuration not stated)
 : 0.5, -10.5%[11.7 µM], -1.8%[11.5 µM], ., .
23: CCN1C(=O)N[C@@H](c2cccc(C(F)(F)F)c2)[C@@H](C(=O)OC)[C@H]1C
 : 4.6, 0.2%[11.7 µM], 1.6%[11.5 µM], ., .
24: COC(=O)C1=C(C)N(Cc2ccco2)C(=O)N[C@@H]1c1ccc(Br)cc1
 : -6.7, -13.3%[11.7 µM], 24.1%[11.5 µM], ., .
25: COC(=O)C1=C(C(=O)OC)[C@@H]2Nc3ccccc3[C@@]23C[C@@H](C(=O)OC)N(C(=O)c2ccco2)C3=N1
 : -4.1, -6.6%[11.7 µM], -0.6%[11.5 µM], ., .
26: C=CC1=C2C=C(C3CC3)N(CC3CC3)C=C2C(=O)C(C)(OC(=O)c2ccco2)C1=O (configuration not stated)
 : 12.8, -19.7%[11.7 µM], -4.8%[11.5 µM], ., .
27: CCOC(=O)CN1C(=O)N[C@@H](c2cccc(F)c2)C(C(C)=O)=C1C
 : 5.4, 0.1%[11.7 µM], 6.1%[11.5 µM], ., .
28: COCCN1C(=O)N[C@@H](c2ccco2)C(C(=O)OC)=C1C
 : 21.4, -0.1%[11.7 µM], -7.2%[11.5 µM], ., .
29: Nc1cccc2c(=O)[nH][nH]c(=O)c12
 : 7.6, ., ., -1.6%, 14.0%
30: CCN1C(=O)[C@@H]2[C@H](C1=O)[C@@H]1CC(C(=O)OC)=C[C@@H](C(=O)OC)C3C1=C(C(=O)C3(CC)CC)[C@@H]2C (some centres not stated)
 : 17.9, -0.2%, ., -1.6%, 5.5%
31: COC1=CC(=O)C=C(OC)C1=O
 : -19.3, ?, ., 4.47µM*, 2.82µM*
32: CN1CCN2c3ncccc3Cc3ccccc3C2C1 (configuration not stated)
 : 16.7, -2.5%, ., 1.7%&3.0%, 11.3%[10 µM]
33: O=C(O)c1cc2cc(Cl)ccc2[nH]1
 : -5.3, 3.7%&-2.0%, ., -7.4%&0.2%, 3.2%&-5.2%
34: CCOC(=O)[C@H](CCc1ccccc1)N[C@H]1CCc2ccccc2N(CC(=O)O)C1=O
 : 11.9, 9.4%, ., -1.7%, -15.0%
35: CCC(=O)OC1(C)C(=O)C=C2C=C(c3ccc(C#N)cc3)OC=C2C1=O (configuration not stated)
 : -23.0, -3.4%, ., -0.2%, 9.1%
36: O=C(NCc1ccccc1)C1(C(F)(F)F)C/C(=C\CCO)CCCO1 (configuration not stated)
 : 12.8, 7.7%, ., -2.1%, 14.4%
37: CCOC(=O)c1ccc(OC(=O)CCCCCN=C(N)N)cc1
 : 16.1, 5.8%&-5.4%[24.8 µM], ., 12.2%, 3.0%
38: CCOC(=O)CN(C)C(=O)C1CCCN1C(=O)OC(C)(C)C (configuration not stated)
 : 42.9, 19.8%, ., -18.1%, 29.2%
39: CC(C)N=c1cc2n(-c3ccc(Cl)cc3)c3ccccc3nc-2cc1Nc1ccc(Cl)cc1
 : -8.6, ?, ., 2.5%[17 µM], 6.4%[2.98 µM]
40: COc1cc(Br)c(CC2c3cc(OC)c(OC)cc3CCN2C)cc1OC (configuration not stated)
 : 5.3, -4.3%, ., -2.9%, 4.5%

Following part
item | Molecule | KCNH2 3.1 inh | Menin MLL FP TR | PKM2 act | VP16 counter | RORgamma inh
41 | O=c1[nH]c(=O)c2ccccc2o1 | -0.8 | -0.7% | . | 2.2% | 1.6%
42 | Nc1nc2n[nH]nc2c(=O)[nH]1 | -2.9 | -1.2%[24.8 µM] | . | 4.4%[17 µM] | 1.0%[16.9 µM]
43 | C/C=C1\COC(C(=O)NCCCN2CCCC2=O)(C(F)(F)F)C=C1C=C(C)C (configuration not stated) | 44.0 | -9.0% | . | ? | ?
44 | CC[N+](CC)(CC(=O)Nc1c(C)cccc1C)Cc1ccccc1 | 2.5 | -1.5% | . | 2.6% | -25.8%
45 | CC1CCC(NC(=O)N(CCCl)N=O)CC1 (configuration not stated) | -3.2 | 0.9% | . | 6.8% | 12.0%
46 | O=C(NCc1ccccc1)C1(C(F)(F)F)CC(CCCO)CCCO1 (configuration not stated) | -7.6 | -4.8% | . | -4.2% | 0.8%
47 | O=C(Nc1ccccc1)Nc1ccccc1 | 0.6 | 25.2% | . | ? | 12.0%&21.2%
48 | CCc1cc(Cl)c(OC)c(C(=O)NC[C@@H]2CCCN2CC)c1O | 1.0&-4.1 | 2.6% | . | 4.7% | -1.1%
49 | CNCCC=C1c2ccccc2C=Cc2ccccc21 | 7.6 | -16.0%[24.8 µM] | . | -6.8%[17 µM] | -11.2%[16.9 µM]
50 | CC1=C(/C=C/C(C)=C/C=C/C(C)=C/CO)C(C)(C)CCC1 | 3.3 | 6.6%[24.8 µM] | . | ? | 19.0%&17.9%&4.6%&23.9%
51 | NS(=O)(=O)c1ccc(Cl)c(S(N)(=O)=O)c1 | -4.9 | 5.3% | . | 5.0% | 1.5%[10 µM]
52 | COCCNC(=O)C1(C(F)(F)F)CC(CCCO)CCCO1 (configuration not stated) | -3.7 | -0.3% | . | -3.9% | -8.6%

Rewritten with each value named: four of the compounds above
48) CCc1cc(Cl)c(OC)c(C(=O)NC[C@@H]2CCCN2CC)c1O
  KCNH2 3.1 inh: 1.0&-4.1
  Menin MLL FP TR: 2.6%
  PKM2 act: .
  VP16 counter: 4.7%
  RORgamma inh: -1.1%

49) CNCCC=C1c2ccccc2C=Cc2ccccc21
  KCNH2 3.1 inh: 7.6
  Menin MLL FP TR: -16.0%[24.8 µM]
  PKM2 act: .
  VP16 counter: -6.8%[17 µM]
  RORgamma inh: -11.2%[16.9 µM]

50) CC1=C(/C=C/C(C)=C/C=C/C(C)=C/CO)C(C)(C)CCC1
  KCNH2 3.1 inh: 3.3
  Menin MLL FP TR: 6.6%[24.8 µM]
  PKM2 act: .
  VP16 counter: ?
  RORgamma inh: 19.0%&17.9%&4.6%&23.9%

51) NS(=O)(=O)c1ccc(Cl)c(S(N)(=O)=O)c1
  KCNH2 3.1 inh: -4.9
  Menin MLL FP TR: 5.3%
  PKM2 act: .
  VP16 counter: 5.0%
  RORgamma inh: 1.5%[10 µM]

Next structures.
item | Molecule | KCNH2 3.1 inh | Menin MLL FP TR | PKM2 act | VP16 counter | RORgamma inh
53 | COc1cc(C)c(/C=C/C(C)=C/C=C/C(C)=C/C(=O)O)c(C)c1C | -11.8 | 0.9% | . | -5.2% | 10.3%[10 µM]
54 | CS(=O)(=O)OCCCCOS(C)(=O)=O | -0.7 | -8.2%&4.3% | . | 3.2%&-7.5%&6.0%&-5.9% | 11.3%[10 µM]
55 | CCC/C=C1/CCCOC(C(=O)NCCNCCO)(C(F)(F)F)C1 (configuration not stated) | 11.9 | -17.1% | . | -13.7% | -18.3%
56 | NCC1CCC(C(=O)Oc2ccc(CCC(=O)O)cc2)CC1 (configuration not stated) | -9.6 | -4.5% | . | -6.4% | -6.7%[10 µM]
57 | O=C(CC(=O)c1ccccc1)c1ccccc1 | -15.4 | 39.6%[activator] | . | 7.94µM* | 3.98µM*
58 | O=c1c(O)c(-c2ccccc2)oc2ccccc12 | 7.8 | ? | . | 7.08µM* | 3.98µM*
59 | CC(C(=O)O)c1cccc(Oc2ccccc2)c1 (configuration not stated) | -0.7 | -7.1% | . | -10.1% | 17.3%
60 | O=C(NCC1CC1)C1(C(F)(F)F)C/C(=C\Cc2ccccc2)CCCO1 (configuration not stated) | 0.4 | -12.0% | . | 1.2% | 34.6%
61 | CS(=O)(=O)c1ccc(CNC(=O)C2(C(F)(F)F)CC(CCCO)CCCO2)cc1 (configuration not stated) | 47.3 | 16.2% | . | -5.1% | 2.5%
62 | COC(=O)C1=C[C@@H](C(=O)OC)[C@@H]2C3=C(C(=O)C2(C)C)[C@H](C)n2c(=O)n(-c4ccccc4)c(=O)n2[C@@H]3C1 | 2.3 | -12.3% | . | 0.5% | -32.6%
63 | CCCCC1=CC2=CC(=O)C(C)(OC(=O)CC)C(=O)C2=CO1 (configuration not stated) | 11.8 | 12.0% | . | -6.0% | 0.3%
64 | CCC/C=C1/CCCOC(C(=O)NCc2ccc(S(C)(=O)=O)cc2)(C(F)(F)F)C1 (configuration not stated) | 17.4 | -6.4% | . | 5.5% | ?
